Assay outcomes: PubChem, Broad Institute
DENV2 CPE = inhibitors of DENV2 cytopathic effect, primary screen, cell-based, plate reader, single concentration; CPE inhibition, % at 9.99 µM; AID 651640, 2012; actives 1.7% (n = 350,000); DENV2-infected cells, cytopathic effect rescue; in the data active = CPE inhibition above about 20%, passing the limit was not always enough; inconclusive = no clear call, values can overlap the other calls; tested in BHK-21 cells;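 note: 0% = median of neutral control wells and 100% = median of positive control wells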
miR-122 sensor = miR-122 Renilla sensor signal increase in Huh7, primary screen, miR-122 inhibitor project, cell-based, single point, plate reader; Huh7 miR-122 Renilla luciferase sensor, 48 h; neutral wells = 0, positive control = 100; activation (reporter increase), % at 12.5 µM; actives 0.3% (n = 340,000);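 active = mean replicate activation score at least 90 and every replicate individually at or above 90; inconclusive = only one of the two criteria met; inactive = neither criterion met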;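 note: higher luciferase means less miR-122 activity so hits act as miR-122 inhibitors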
PAX8 reporter = inhibitors of PAX8-driven TPO luciferase reporter, primary screen, RMG-I cells, single concentration; inhibition, % at 12.6 µM; SteadyGlo, 24 h; actives 1.2% (n = 360,000);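 active = mean replicate inhibition at least 60% with every replicate also reaching 60%; inconclusive = only one of the two criteria is met; inactive = mean below 60% and not all replicates reaching 60%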;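 note: luciferase light reporting Pax8 driven TPO promoter activity; plate controls were median of neutral control wells for no effect and mitoxantrone controls for full effect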
INS-1E GSIS act = GLuc luminescence reporter in INS-1E cells, primary screen for activators of glucose-dependent secretion of insulin; INS-1E GLuc reporter insulin secretion, 2-3 h; activation, % at 16.6 µM; actives 0.61% (n = 370,000); AID 743287, 2014;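 active = lowest replicate activation of at least 40%, so every replicate reaches that level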;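 note: 0% = median of neutral control wells and 100% = median of IBMX positive control wells; some compounds called inactive have numbers as strong as hits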
FN deposition inh = inhibitors of fibronectin matrix deposition, primary screen, AH1F cells, Alexa488-fibronectin fluorescence, plate reader. actives 0.086% (n = 350,000). AID 743247, 2014. AH1F fibroblasts, overnight. inhibition, % at 12.6 µM;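 active = mean inhibition across replicates of 30% or more, regardless of how many single replicates reach that level; inconclusive = mean under 30% yet at least half of replicates reach 30%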;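 note: positive control wells lacked labelled fibronectin entirely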
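Material: AH1F fibroblast monolayer depositing Alexa488-labelled fibronectin into matrix / Amount: 10000 AH1F cells per well / Signal: fluorescence 485/525 nm / Medium: DMEM, 2% serum / Compound: single dose, pinned / Incubation: 1 h cell adhesion before compound, then overnight fibronectin incubation / Reagent: Alexa488-FN, 24 nM final / Read-out: inhibition of fibronectin deposition signal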
CFTR F508del cor = F508del CFTR correction, initial screen, CFBE line, single point; activity (quench increase), % at 7.58 µM; actives 0.36% (n = 350,000); CFBE cells, YFP halide quenching; stimulated with forskolin plus potentiator P3; % fluorescence drop versus neutral controls; AID 720511, 2013;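 active = mean added fluorescence quench of at least 8% versus neutral control, with both replicates also reaching 8%; inconclusive = only one of the mean or replicate conditions met; inactive = mean below 8% and not both replicates reaching 8%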;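 note: cells transiently co-express mutant CFTR-F508del with the halide-sensitive YFP; corrector assay measuring rescue of mutant channel to the surface after 24 h compound exposure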
EWS-Fli block = EWS/Fli-driven NR0B1 reporter inhibitors, primary screen, A673 cells, NR0B1 luciferase, luminescence, MLPCN library. AID 651661, 2012. actives 0.67% (n = 350,000). inhibition, % at 12.6 µM. viability-normalised;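 active = mean inhibition of at least 50% after viability correction, with every replicate also passing that limit; inconclusive = mean reaches 50% but only one of two replicates passes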;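 note: firefly luciferase signal divided by Alamar Blue viability fluorescence both relative to DMSO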
* marks the source's active call; other numbers are inactive results; u = inconclusive; x = no result given; & = joins results of further samples; [ ] = dose if it differs, or a comment.

The first 3 compounds (preview)
nr | Molecule | miR-122 sensor | EWS-Fli block | CFTR F508del cor | FN deposition inh | PAX8 reporter | DENV2 CPE | INS-1E GSIS act
1 | CCOC(=O)C1CCCN(C(=O)c2ccc(SC(F)(F)F)cc2)CC1 (stereo not drawn) | 2 | -5 | -1.4 | 10 | -7 | -14 | x
2 | COC(=O)C[C@@H]1CC[C@H]2[C@@H](COC[C@H](O)CN2C(=O)Nc2cccc(F)c2)O1 | 2[16.7 µM] | -32 | 0.3 | -12 | -28 | 16 | -9
3 | CC(C)(C)OC(=O)NCCOCCOCCNc1ncnc2ccc(Br)cc12 | x | 17 | 2.7 | x | -11 | 20* | x

Main list (from the top)
nr | Molecule | miR-122 sensor | EWS-Fli block | CFTR F508del cor | FN deposition inh | PAX8 reporter | DENV2 CPE | INS-1E GSIS act
1 | CCOC(=O)C1CCCN(C(=O)c2ccc(SC(F)(F)F)cc2)CC1 (stereo not drawn) | 2 | -5 | -1.4 | 10 | -7 | -14 | x
2 | COC(=O)C[C@@H]1CC[C@H]2[C@@H](COC[C@H](O)CN2C(=O)Nc2cccc(F)c2)O1 | 2[16.7 µM] | -32 | 0.3 | -12 | -28 | 16 | -9
3 | CC(C)(C)OC(=O)NCCOCCOCCNc1ncnc2ccc(Br)cc12 | x | 17 | 2.7 | x | -11 | 20* | x
4 | C[C@H]1CCCCO[C@H](CN(C)S(=O)(=O)c2ccc(F)cc2)[C@@H](C)CN([C@@H](C)CO)C(=O)c2cc(N(C)C)ccc2O1 | -1[16.7 µM] | -5 | 0.2 | -2 | 24 | -17 | -4
5 | O=C1C2CCCN2C(=O)N1CCN1CCN(c2cccc(C(F)(F)F)c2)CC1 (stereo not drawn) | -7 | 5 | -1.5 | -1 | 12 | 6 | -10
6 | C[C@H](CO)N1C[C@H](C)[C@@H](CN(C)C(=O)Nc2ccnc(N3CCOCC3)c2)OCc2cn(nn2)CCCC1=O | -2[16.7 µM] | -1&1 | 3.6&-6.5 | -28&-3 | -22&2 | 8&15 | -3&-6
7 | Cc1cccc(S(=O)(=O)N(C)C[C@@H]2OCc3cnnn3CCCC(=O)N([C@H](C)CO)C[C@@H]2C)c1 | -4 | -3&-4&6 | 0.9&-0.9&-0.6 | 8&0 | -6&0 | 1&-3&11 | -5&-8
8 | COc1cccc(CNCc2ccccc2Br)c1OC | 7 | -2 | 2.7 | -7 | 12 | -2 | -2
9 | CCc1ccc2nc(SCC(=O)NCC3CCCO3)c(C#N)cc2c1 (stereo not drawn) | x | -25 | 1.0 | 4 | -18 | 0 | -6
10 | Cc1noc(C)c1-c1ccc(C(=O)NCCc2ccccc2)c2occc12 | 3 | -61 | 0.6 | 2 | -141 | -7 | -18
11 | Cc1cc(C)n2ncc(C(=O)NC3CCCCC3)c2n1 | -2 | 7 | x | -2 | 21 | -7 | 3
12 | O=C(O)CCCC(=O)Nc1ccc(Cl)cc1 | 0 | 1 | x | x | -18 | -3 | -5
13 | O=C(C[C@@H]1C[C@H]2c3cc(NC(=O)C4CCOCC4)ccc3O[C@H]2[C@H](CO)O1)NCc1ccccc1F | -3[16.7 µM] | 1 | -1.5 | 2 | 6 | -3 | -9
14 | C[C@@H]1CN([C@@H](C)CO)C(=O)Cc2cc(NC(=O)CCN3CCOCC3)ccc2O[C@H]1CN(C)Cc1ccncc1 | -3[16.7 µM] | x | -0.6 | x | -16 | -3 | -10
15 | COc1cccc(C(=O)Nc2ccccc2C(=O)NC2CC2)c1 | x | x | 2.8 | 9 | -14 | 17 | 11
16 | C[C@@H]1CN([C@H](C)CO)S(=O)(=O)c2ccc(C3=CCCCC3)cc2O[C@H]1CN(C)C(=O)Cc1ccncc1 | -14[16.7 µM] | 15 | 3.2 | -11 | 8 | -3 | -15
17 | C[C@@H]1CN([C@H](C)CO)C(=O)Cc2cc(NC(=O)CCCN(C)C)ccc2O[C@H]1CN(C)S(=O)(=O)c1cccs1 | 1[16.7 µM] | -2 | 0.3 | x | 8 | -3 | 14
18 | CC1=C(/C=C/C(C)=N\NC(=O)c2ccncc2)C(C)(C)CCC1 | x | 17 | -2.0 | 5 | -5 | 3 | -2
19 | COc1cc(CN(CCN(C)C)Cc2ccccc2)ccc1OCc1ccccc1 | -6 | 15 | 5.4 | -2 | -41 | -17 | -7
20 | CN(CCOc1ccc(Cl)cc1)C(=O)c1cccc(S(=O)(=O)N2CCN(Cc3ccccc3)CC2)c1 | -6 | 17 | 3.4 | -1 | 34 | 3 | -20
21 | C[C@@H]1CCCCO[C@@H](CN(C)Cc2ccc(C(F)(F)F)cc2)[C@@H](C)CN([C@@H](C)CO)C(=O)c2cc(NC(=O)Nc3ccc4c(c3)OCO4)ccc2O1 | -1[16.7 µM] | -19 | 1.0 | x | 52 | 3 | -12
22 | Cc1ccc(C2(c3ccccc3)NC(=O)N(CC(=O)NC3(C#N)CCCC3)C2=O)cc1C (stereo not drawn) | x | 9 | -1.8 | 10 | 15 | 2 | -59
23 | O=C(NC[C@@H]1N[C@@H](CO)[C@H]1c1ccccc1)C1CC1 | -12[16.7 µM] | 0 | -0.3 | x | 3 | 2 | 12
24 | COc1ccc2c3c(n(C)c2c1)[C@H](CO)N(C(=O)CN1CCOCC1)CC31CN(C(=O)CC2CC2)C1 | x | -12 | 0.5 | x | x | -10 | 10
25 | C[C@@H]1CCCCO[C@H](CN(C)CC2CC2)[C@H](C)CN([C@@H](C)CO)C(=O)c2cc(NC(=O)Cc3ccccc3)ccc2O1 | -5[16.7 µM] | x | -0.2 | x | 1 | 14 | -10
26 | OC[C@H]1[C@@H](c2ccc(C#CC3(O)CCCC3)cc2)[C@@H]2CN(Cc3ccccc3F)CCCCN12 | -15[16.7 µM] | 18 | 2.5 | x | -6 | 41* | -11
27 | O=c1[nH]c2cccnc2n1Cc1ccco1 | 7 | -5 | -0.8 | x | x | -3 | 34
28 | c1ccc(-c2cnnc(-c3ccccn3)n2)cc1 | -12 | -113 | -1.1 | 7 | -210 | x | 37
29 | CSc1sc(C(=O)NNC(=O)c2ccc(Cl)cc2)c2c1C=CCC2 | -8 | -8 | 2.3 | -1 | -3 | 10 | x
30 | COCCn1nnnc1C(C(C)C)N1CCSCC1 (stereo not drawn) | 29 | -17 | -0.4 | 8 | -14 | -5 | -1
31 | COc1ccc(CC(=O)NC(CC(=O)O)c2ccc(OC)cc2)cc1 (stereo not drawn) | -11 | x | x | 5 | 0 | x | x
32 | O=C(C[C@H]1CC[C@@H](NC(=O)c2cccc(F)c2)[C@@H](CO)O1)Nc1nccs1 | x | -3 | -2.6 | -8 | -12 | -3 | 5
33 | Cc1ccc(C(=O)NC(=S)Nc2ccc3[nH]c(=O)[nH]c3c2)c(C)c1 | x | 7 | -3.0 | x | 4 | -6 | 8
34 | Cc1nc(SCC(=O)N2CCOCC2)c2c(C)c(C)sc2n1 | x | -4 | -2.6 | 2 | 2 | 5 | 9
35 | Cc1ccc(S(=O)(=O)Nc2ccc3c(c2)CC(=O)N([C@@H](C)CO)C[C@@H](C)[C@H](CN(C)C(=O)NC2CCCCC2)O3)cc1 | 1[16.7 µM] | 0 | 0.9 | x | -6 | -13 | -2
36 | C[C@@H]1CCCCO[C@H](CN(C)C)[C@H](C)CN([C@H](C)CO)C(=O)c2cc(NC(=O)Nc3cccc4ccccc34)ccc2O1 | -11[16.7 µM] | -6 | -1.6 | x | 84* | 74* | 0
37 | CCOC(=O)C1=CC[C@@H](c2cccc(Br)c2)N(S(=O)(=O)c2ccc(F)cc2)[C@H]1c1cccc(Cl)c1 | x | -2 | 0.5 | -2 | 14 | -3 | -9
38 | Cc1ccccc1C(OCCN(C)C)C1CCCCC1 (stereo not drawn) | x | x | x | -1 | -10 | x | -25
39 | O=S(=O)(Nc1ccc(-c2ccc3nncn3n2)cc1)c1cccc(F)c1 | 0 | 15 | 2.5 | 3 | -3 | 1 | 14
40 | N#C/C=C/N1CCN(Cc2ccc3c(c2)OCO3)CC1 | -7 | -4 | -0.7 | -6 | 3 | -3 | 11
41 | COc1ccc(OC)c(NC(=O)CCNS(=O)(=O)c2ccc3c(c2)CC(C)N3C(C)=O)c1 (stereo not drawn) | -3 | 12 | 0.1 | 5 | -7 | -2 | x
42 | C[C@H](CO)N1C[C@H](C)[C@H](CN(C)CC2CC2)OCCCC[C@H](C)Oc2ccc(NC(=O)Nc3ccccc3)cc2C1=O | -1[16.7 µM] | x | 0.4 | x | -1 | -4 | 8
43 | Cc1noc(C)c1NC(=O)N(C)C[C@H]1Oc2ccc(NS(=O)(=O)c3ccccc3)cc2C(=O)N([C@H](C)CO)C[C@H]1C | 5[16.7 µM] | 1 | -1.8 | x | -18 | -2 | 6
44 | CC(=O)N(C)C[C@@H]1Oc2ncc(-c3cccc(F)c3)cc2C(=O)N([C@@H](C)CO)C[C@@H]1C | -4[16.7 µM] | -6 | -0.3 | -7 | x | 12 | 16
45 | CC=Cc1ccc2n(c1=O)C[C@@H]1[C@@H](CO)[C@H](C(=O)NCC3CC3)N(Cc3ccncc3)[C@H]21 (mixture of isomers) | 3[16.7 µM] | -3 | -0.9 | x | x | -7 | 15
46 | Cc1ccc(NC(=O)C2CSC3(C)CCC(=O)N23)cc1S(=O)(=O)N1CCOCC1 (stereo not drawn) | x | -5 | -2.4 | -9 | 7 | -3 | x
47 | CN(C)c1cccc(C(=O)OCC(=O)Nc2nccs2)c1 | x | -19 | x | -4 | -31 | x | -7
48 | Cc1ccc(C(=O)/C=C/N(C)C)o1 | -5 | -3 | -0.9 | 18 | 3 | 0 | -11
49 | Cc1ccc(NS(=O)(=O)c2cc(C(=O)N3CCN(C)CC3)ccc2C)cc1C | u | 5 | 1.7 | -2 | -10 | -2 | -7
50 | COc1ccccc1NC(=O)N[C@@H]1CC[C@H](CCNS(=O)(=O)c2ccc(Cl)cc2)O[C@@H]1CO | x | 12 | -1.6 | -8 | 0 | -6 | -10

(further entries)
nr | Molecule | miR-122 sensor | EWS-Fli block | CFTR F508del cor | FN deposition inh | PAX8 reporter | DENV2 CPE | INS-1E GSIS act
51 | CCn1c(O)c2ccc(C(=O)N=NC(=O)c3cccnc3)cc2c1O | x | 2 | -3.1 | x | x | 4 | 15
52 | C[C@H](CO)N1C[C@H](C)[C@@H](CN(C)C(=O)CN(C)C)Oc2ncc(C#CC3(O)CCCC3)cc2C1=O | -6[16.7 µM] | -1 | 1.4 | -6 | x | 2 | 5
53 | N#C/C(=C\c1ccc(OCc2ccc(C(=O)O)cc2)cc1)C(=O)N1CCOCC1 | x | 81* | -2.9 | -2 | 87* | 7 | -4
54 | CCN1C/C(=N\S(=O)(=O)/N=C2\CN(CC)C(=O)N2CC)N(CC)C1=O | 2 | 1 | 0.3 | 3 | -11 | -5 | 1
55 | Cn1c(C(=O)NC2CC2)cc(=O)n(C)c1=O | x | 13 | 4.7 | x | 22 | -7 | -1
56 | O=C(CN1CCOc2ccccc21)NCc1ccc(F)cc1 | x | 6 | 0.6 | -20 | 32 | -5 | -12

Given as labelled records: part of the list above
52	C[C@H](CO)N1C[C@H](C)[C@@H](CN(C)C(=O)CN(C)C)Oc2ncc(C#CC3(O)CCCC3)cc2C1=O
  miR-122 sensor: -6[16.7 µM]; EWS-Fli block: -1; CFTR F508del cor: 1.4; FN deposition inh: -6; PAX8 reporter: x; DENV2 CPE: 2; INS-1E GSIS act: 5

53	N#C/C(=C\c1ccc(OCc2ccc(C(=O)O)cc2)cc1)C(=O)N1CCOCC1
  miR-122 sensor: x; EWS-Fli block: 81*; CFTR F508del cor: -2.9; FN deposition inh: -2; PAX8 reporter: 87*; DENV2 CPE: 7; INS-1E GSIS act: -4
